# High-throughput results as filed in PubChem BioAssay.
# MmCpn inh: inhibitors of Methanococcus maripaludis chaperonin (MmCpn); purified Mm-Cpn ATPase, ADP Transcreener TR-FRET; Potency, µM (titrated, usually from 76.9 µM), for inactives: at the top dose activity, negative = inhibition, usual class: inhibitors; AID 504842; actives 0.031% (n = 330,000); note: potency is the fitted concentration of half-maximal effect; % is set by controls: 0 for no effect and ±100 for the full control effect; nearly all actives have a fitted effect of over 80% in size
#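 ATP (10 uM final) was added to archaeal chaperonin (25 nM final) after 10 min exposure to test compound at 37°C; after 30 min further incubation, ADP was detected by competitive TR-FRET.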
# EPAC2 agonist: agonists of human EPAC2 (RAPGEF4). Q8WZA2. EPAC2 activation, biochemical qHTS; response scale: 100% = 6.5 mM cAMP response. Potency, µM (series often up to 154 µM), for inactives: at the highest dose activation, actives largely listed as activators. actives 0.079% (n = 360,000). AID 720711; note: potency is the fitted concentration of half-maximal effect; nearly all actives have a fitted effect of over 50% in size
#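 Nucleotide exchange monitored as fluorescence drop when BODIPY-GDP leaves Rap1B. Reaction: 100 nM EPAC2, 250 nM RAP1B-BODIPY-GDP, 50 uM GDP, room temperature, kinetic read over 30 min. Activity expressed relative to 6.5 mM cAMP.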
# DRD3 agonist: activates the human D3 dopamine receptor; P35462; D3R DiscoveRx beta-arrestin cells, luminescence, 90 min; max activation, %; actives 0.58% (n = 410,000); in the data active = max activation above about 30%; note: 0% is about no effect; mostly tested at two doses, the higher about 12 µM
# Target sequence (P35462 whole entry, looked up): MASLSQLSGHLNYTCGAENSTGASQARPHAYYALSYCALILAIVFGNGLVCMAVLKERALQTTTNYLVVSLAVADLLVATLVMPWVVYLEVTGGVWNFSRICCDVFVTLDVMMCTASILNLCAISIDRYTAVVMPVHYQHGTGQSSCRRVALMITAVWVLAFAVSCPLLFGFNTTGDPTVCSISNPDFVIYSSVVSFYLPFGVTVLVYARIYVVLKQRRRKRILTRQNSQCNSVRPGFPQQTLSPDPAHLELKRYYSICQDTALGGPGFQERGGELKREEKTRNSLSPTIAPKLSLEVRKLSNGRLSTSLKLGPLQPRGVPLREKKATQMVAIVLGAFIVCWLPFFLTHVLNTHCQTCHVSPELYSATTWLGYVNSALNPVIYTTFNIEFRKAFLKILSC
#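 Agonist mode: compounds and dopamine controls were applied to plated cells for 90 min at 37 degrees C after an overnight attachment at 1500 cells/well. Luminescent read-out followed 30 - 60 minutes at room temperature with DiscoveRx detection reagent.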
# Akt phos inh: blocks phosphorylation of Akt. actives 0.32% (n = 360,000). activity change, % for hits at 50 µM. Neuro2A IGF-stimulated pAkt S473 HTRF, 20 min; active compounds read low. AID 651550; in the data active = activity change below about -80%; inconclusive = mostly about -51% to -80%; note: % is set by controls: 0 for no effect and ±100 for the full control effect
#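 Neuro2A cells in DMEM with 0.5% FBS, overnight at 37 deg C, given compound at single 50 µM final, then IGF (6 nM final) for 20 min at 37 deg C. Lysed; phospho-Akt Ser473 by HTRF after 24 h, 665/615 ratio.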
# PTHR1 ag: agonists of human PTHR1 parathyroid hormone receptor. HEK293 GP2 PTHR1 cells, GloSensor cAMP luminescence, 1 h. Potency, µM (series often up to 115 µM), without a hit: at the top dose activation, hits mostly activators. actives 0.075% (n = 410,000); note: potency is the fitted concentration of half-maximal effect; nearly all actives have a fitted effect of over 55% in size; some results filed as inactive show a strong effect at the top dose; inactives centre near -15; many of its hits are not listed in these tables
# Target sequence (Q03431 whole entry, looked up): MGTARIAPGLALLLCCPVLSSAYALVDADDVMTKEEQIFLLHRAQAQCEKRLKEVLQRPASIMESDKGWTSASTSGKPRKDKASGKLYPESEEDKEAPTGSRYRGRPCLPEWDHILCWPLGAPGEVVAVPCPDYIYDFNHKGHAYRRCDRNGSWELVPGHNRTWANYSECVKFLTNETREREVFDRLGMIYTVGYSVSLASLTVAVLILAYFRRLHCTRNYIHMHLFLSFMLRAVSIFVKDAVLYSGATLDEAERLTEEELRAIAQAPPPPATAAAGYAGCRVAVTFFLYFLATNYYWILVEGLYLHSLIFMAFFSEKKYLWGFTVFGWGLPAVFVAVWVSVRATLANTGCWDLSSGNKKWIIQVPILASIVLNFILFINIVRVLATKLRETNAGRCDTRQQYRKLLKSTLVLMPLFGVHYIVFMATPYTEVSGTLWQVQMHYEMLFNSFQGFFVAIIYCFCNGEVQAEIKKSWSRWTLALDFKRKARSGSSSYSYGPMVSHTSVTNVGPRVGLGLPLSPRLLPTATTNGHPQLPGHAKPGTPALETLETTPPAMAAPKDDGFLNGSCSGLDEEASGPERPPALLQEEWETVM
#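 HEK-293-derived GP2 cells expressing PTHR1 and a GloSensor cAMP reporter, 3,000/well, plated overnight, given luciferin plus IBMX (each 0.5 mM as added) for 1 h at 37 °C, then compound for 1 h at 37 °C. Luminescence was read after 15 min at room temperature.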
# D3 antag: antagonists of human D3 dopamine receptor; P35462; D3R cells, DiscoveRx beta-arrestin luminescence, antagonist mode; active compounds read low; actives 2.5% (n = 360,000); max response, negative = inhibition, %; in the data active = max response below about -50%; inconclusive = no clear call, values can overlap the other calls; note: % is set by controls: 0 for no effect and ±100 for the full control effect; mostly tested at two doses, the higher about 12 µM
#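 Cells plated overnight at 1500 cells/well, then exposed to library compounds with dopamine controls for 90 minutes at 37 degrees C. DiscoveRx reagent added for 30–60 minutes at room temperature; luminescence read, quantitative HTS format.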
# EPAC2 antagonist: antagonists of human EPAC2; Q8WZA2; Potency, µM (series often up to 114 µM), inactives show at the highest dose activity, negative = inhibition, actives largely listed as inhibitors; actives 0.18% (n = 360,000); EPAC2 GEF exchange of Rap1B-BODIPY-GDP, fluorescence; note: potency is the fitted concentration of half-maximal effect; % is set by controls: 0 for no effect and ±100 for the full control effect; nearly all actives have a fitted effect of over 45% in size; many of its hits are not listed in these tables
# CCT modulator: cytosolic chaperonin activity modulation; AID 651819; purified chaperonin ATPase assay, HTRF ADP detection, 30 min; actives 0.3% (n = 360,000); activity change, % (no concentration beside the values), hits read low; in the data active = activity change below about -30%; note: % is set by controls: 0 for no effect and ±100 for the full control effect
#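 TRiC at 40 or 20 nM final (batch-dependent) in 30 mM Tris pH 7.4, 100 mM KCl, 5 mM MgCl2, 1 mM DTT, with compound at single 76 uM and 10 uM ATP, 30 min at 37 deg C. ADP detected by HTRF Transcreener, 665/615 ratio.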
# * = called active by the depositor; i = inactive; ? = inconclusive; · = not tested or not shown; & = joins results of further samples; [ ] = another dose, or the depositor's remark. Unless noted, calls come from the whole dose curve; as a rule, active = well fitted curve in the direction sought with a large enough effect; inconclusive = small, poorly fitted or top-dose-only effect, or another doubt; inactive = no such curve, though single readings can be large; an effect the other way counts as inactive or inconclusive.
SMILES,MmCpn inh,EPAC2 agonist,DRD3 agonist,Akt phos inh,PTHR1 ag,D3 antag,EPAC2 antagonist,CCT modulator
O=C(N/N=C/c1cccc2ccccc12)c1cc(C2CC2)[nH]n1,0%,3%,-5,i,-1%,?,-3%,-0.5
CCN1C(=O)[C@H]2[C@@H](c3ccc(C)cc3)N3C(=O)N(c4ccc(C)cc4)C(=O)[C@@]3(Cc3ccc(Cl)cc3)[C@H]2C1=O,1%,-11%,0,i,-21%,-13,-4%,-3.0
O=C(COc1ccc2oc(-c3ccccc3)cc(=O)c2c1)NCc1ccco1,-2%,3%,-7,i,-13%,-16,21%,-0.8
C#CCOCCOCCOCCNc1nc(N2CCN(C(=O)CCCCCCCCCCNC(=O)[C@@H](CCC(=O)O)n3cc(CCCCCN)nn3)CC2)nc(N2CCN(C(=O)CCCCCCCCCCNC(=O)[C@H](CO)n3cc(CCCCCN)nn3)CC2)n1,1%,7%,2,i,25%,5,-3%,0.2
C=CC(C)(O)CCCC(C)CCCC(C)CCCC(C)C (stereo not given),-1%,-11%,4,i,14%,0,-4%,-0.1
CSc1nnc(N2C(=O)C(O)=C(C(=O)c3ccc(C)o3)C2c2ccc(C)cc2)s1 (stereo not given),-7%,-20%,1,·,-41%[inhibitor],4,-6%,-0.5
O=C(Nc1ccc(F)cc1)c1cccnc1Oc1ccccc1,-3%,-1%,12,i,-18%,6,-8%,0.4
CCc1ccc(Nc2nc(C)cc(C)n2)cc1,2%,6%,-5,i,-17%,4,-17%,-1.2
COc1ccc(NC(=O)C2CCCN(c3c4c(nc5ncnn35)CCC4)C2)cc1OC (stereo not given),-1%,1%,5,i,-11%[57.5 µM],-8,9%,-0.9
Cc1nn(-c2ccccc2)c(Cl)c1/C=N/NC(=O)c1ccccc1NS(=O)(=O)c1cccs1,-1%,16%,5,i,i,17,-4%,-2.5
OC1CCN(Cc2nc(Cc3ccccc3Cl)no2)CC1,0%,2%,-2,i,i,-5,2%,-4.6
Cc1nn(CC(=O)NN)c(C)c1Br,-2%,1%,10,i,-19%,?,-6%,-4.3
COc1ccc(NC(=S)Nc2ccccc2)c(OC)c1,-5%,10%,-2,i,-6%,-2,9%,0.1
COc1ccc(NC(=O)CSCC(=O)N(C)Cc2cccc(OC)c2OC)cc1,2%,3%,4,i,i,2,6%,0.5
O=c1cc(O)c2c(=O)n(-c3ccccc3)c3c(c2o1)CCCCC3,0%,5%,-3,i,i,14,14%,1.5
CCCCCC[N+](C)(C)CC/C=C1/c2ccccc2Sc2ccc(Cl)cc21,0%,-6%,-10,i,-53%[inhibitor],-105*,-21%,-0.8
NC(=O)CC(NC(=O)c1ccccc1)c1ccc(NCCN2CCCCC2)c([N+](=O)[O-])c1 (stereo not given),0%,6%,-21,i,0%,-1,9%,-1.9
O=C1CN(C(=O)c2ccccc2Cl)c2ccccc2N1,1%,8%,5,i,-3%,-1,-3%,0.4
COc1ccccc1N(CN1CCCC1=O)C(=O)c1c(F)cccc1Cl,-11%,12%,6,i,-26%[57.5 µM],-21,-3%,1.3
COc1cccc(C2CC(c3ccc(C)cc3)n3nc(N)nc3N2)c1 (stereo not given),0%,5%,-3,i,8%,-19,6%,-3.1
CCN1CCN(C(=O)CSCc2nc(-c3ccc(OC)c(OC)c3)oc2C)CC1,0%,13%,-1,i,-2%,-8,5%,0.6
Cc1cc(S(=O)(=O)Nc2ccc(C(=O)NCCCN3CCCC3=O)cc2)ccc1F,-2%,-6%,2,i,i,24,0%,-3.2
COc1ccccc1CCc1nnc(CCC(=O)N(C)Cc2ccncc2C)o1,2%,9%,-1,i,i,?,11%,-0.9
O=C(CSc1nc2[nH]ncc2c(=O)[nH]1)Nc1ccc(OC(F)(F)F)cc1,1%,-7%,-1,i,i,0,-1%,-12
COc1ccc(-n2c3c(c(=O)[nH]c2=O)C(NC(C)=O)(C(F)(F)F)C(=O)N3)cc1 (stereo not given),-2%,8%,-4&7,i,i,1,7%,-1.6
SMILES,MmCpn inh,EPAC2 agonist,DRD3 agonist,Akt phos inh,PTHR1 ag,D3 antag,EPAC2 antagonist,CCT modulator
Cc1[nH]c2ccc(C(=O)OC(C)C(=O)NC3CCCCC3C)cc2c1C (stereo not given),1%,-8%,3,i,i,20,44%[activator],1.8
Cc1nc(NC(=O)c2ccc(Br)o2)ccc1Br,0%,15%,-6,i,i,-6,-7%,-1.5
COc1ccc(CC(=O)N2CCN(c3ccccc3)CC2)cc1OC,1%,-6%,-2,i,i,21,-17%,-1.5
O=c1[nH]c(=O)n(CCOc2ccc(Cl)cc2)cc1Br,0%,-25%,0,i,i,20,7%,-1.8
COc1ccc(NC2=C3CC(C)CC=C3N(c3ccc(OC)cc3)C2=O)cc1 (stereo not given),-5%,-4%,4,i,i,1,-8%,0.2
COc1ccc(OC(C)C(=O)NC2CCCCCC2)cc1 (stereo not given),·,11%,-20,i,-40%[inhibitor],-6,12%,1.1
C(C#CCCCCCCCCC[n+]1ccccc1)#CCCCCCCCCC[n+]1ccccc1,-1%,5%&3%,0&-10,i,-30%&-20%[inhibitor],-5&9,12%&5%,-2.1&1.8
O=C(Nc1ccccc1-c1ccccc1)c1ccccc1,1%,-1%,2,i,-18%,84,-26%,1.0
N#C/C(=C\c1cccn1-c1ccccc1)C(=O)NC1CCCCC1,3%,4%,-25,i,i,-13,-3%,-3.5
O=c1c(Cc2ccc(F)cc2)c(O)ccn1Cc1ccc(Cl)cc1Cl,0%,-39%[inhibitor],2,i,i,27,-2%,-1.7
CCCc1c(C(=O)N/N=C/C=C/c2ccccc2)nnn1-c1nonc1N,·,3%,0,i,i,-18,4%,0.2
CCOc1ccc(C(=O)NC(C(=O)NCCc2ccc(OC(F)F)cc2)C(C)C)cc1 (stereo not given),2%,-8%,-5,i,i,-3,-2%,-0.4
CN(C)S(=O)(=O)c1ccc(Cl)c(C(=O)Nc2cccc3ncccc23)c1,-1%,12%,7,i,-3%,-1,3%,-2.5
Cc1cc2c(c(=O)n1Cc1cccnc1)C(c1cccs1)C(C#N)=C(N)O2 (stereo not given),-4%,1%,-7,i,-28%,-51*,9%,2.8
O=c1cc(C(F)(F)F)[nH]c2c(C(F)(F)F)cccc12,-6%,-2%,24,i,-1%,57,-14%,-1.9
Cc1ccc(S(=O)(=O)N(C)c2ccc(OCC(=O)Nc3cccc(-n4cnnn4)c3C)cc2)cc1,-1%,13%,5,i,-14%,9,7%,0.7
CN(C)c1ccc(P(=O)(Nc2ccc([N+](=O)[O-])cc2)N2CCOCC2)c(NC(=O)c2cccs2)c1 (stereo not given),-1%,13%,-3,i,i,-25,-2%,-3.6
O=C(c1sc2ccccc2c1Cl)N(Cc1ccco1)C1CCS(=O)(=O)C1 (stereo not given),-1%,11%,-14,i,i,9,0%,-2.3
O=C(Nc1ncc(Cc2cccc(Cl)c2)s1)C1CCCO1 (stereo not given),2%,9%,1,i,i,-16,-11%,0.6
O=C(COC(=O)CCCNC(=O)c1ccc(Cl)cc1)Nc1cc(Cl)ccc1Cl,2%,3%,4,i,i,8,-11%,-0.3
COc1ccccc1NC(=O)C1CCC(CNc2c(N3CCCCC3)c(=O)c2=O)CC1 (stereo not given),-15%,-1%,1,i,i,8,1%,1.7
CCC1=NN(C(=O)Cc2ccc([N+](=O)[O-])cc2)C(O)(C(C)(C)C)C1 (stereo not given),3%,1%,-5,i,-10%,4,4%,-4.2
Cc1cn([C@H]2C[C@H](O)[C@@H](CCC(=O)NCc3ccc4c(c3)OCO4)O2)c(=O)[nH]c1=O,·,-20%,-6,i,24%,0,?,0.9
Cc1ccc(Cn2nnnc2CN2CCC(O)(c3ccc(F)cc3)CC2)cc1,2%,1%,-17,i,15%[57.5 µM],?,-7%,0.7
Fc1ccccc1NC(=S)NNc1ncc(C(F)(F)F)cc1Cl,-3%,3%,-8,i,-23%,-25,-6%,-1.3

# Compound profiles, from the list above. Screens in order: MmCpn inh, EPAC2 agonist, DRD3 agonist, Akt phos inh, PTHR1 ag, D3 antag, EPAC2 antagonist, CCT modulator
# O=C(Nc1ncc(Cc2cccc(Cl)c2)s1)C1CCCO1 (stereo not given) across the screens: 2%, 9%, 1, i, i, -16, -11%, 0.6
# CN(C)S(=O)(=O)c1ccc(Cl)c(C(=O)Nc2cccc3ncccc23)c1 across the screens: -1%, 12%, 7, i, -3%, -1, 3%, -2.5
# CCOc1ccc(C(=O)NC(C(=O)NCCc2ccc(OC(F)F)cc2)C(C)C)cc1 (stereo not given) across the screens: 2%, -8%, -5, i, i, -3, -2%, -0.4
# Cc1nc(NC(=O)c2ccc(Br)o2)ccc1Br across the screens: 0%, 15%, -6, i, i, -6, -7%, -1.5
# Cc1ccc(S(=O)(=O)N(C)c2ccc(OCC(=O)Nc3cccc(-n4cnnn4)c3C)cc2)cc1 across the screens: -1%, 13%, 5, i, -14%, 9, 7%, 0.7

# Later entries.
SMILES,MmCpn inh,EPAC2 agonist,DRD3 agonist,Akt phos inh,PTHR1 ag,D3 antag,EPAC2 antagonist,CCT modulator
CCn1c(CNc2ccc(Cl)cc2)nnc1SCc1ccc(Cl)cc1,1%,18%,-4,i,-3%[57.5 µM],-18,-12%,-2.1
CCOC(=O)c1ccc(CNC(=O)Cn2nnc(-c3ccc(C)cc3)n2)o1,0%,-9%,-5,i,i,22,0%,-0.2
COc1cc(OC)cc(C(=O)NCCOC23CC4CC(CC(C4)C2)C3)c1,-4%,6%,-5,i,i,16,-1%,-3.4
O=C(NC1CCCCC1)C1CC(=O)N(c2cccc([N+](=O)[O-])c2)C1 (stereo not given),1%,3%,-16,i,i,0,12%,-1.7
CC(=O)NC(=S)NNC(=O)C(c1ccccc1)c1ccccc1,0%,-2%,1,i,-11%,19,4%,0.9
O=C(CN(C1CC1)S(=O)(=O)c1ccc(S(=O)(=O)N2CCCCCC2)cc1)Nc1ccccc1,1%,-13%,15,i,-3%,-20,-7%,1.9
COc1ccccc1S(=O)(=O)Cc1ccc(C(=O)NCc2cccs2)o1,-3%,7%,2,i,i,-3,-1%,0.7
N#Cc1c(NC(=O)/C=C/C(=O)O)sc2c1CCN(Cc1ccccc1)C2,-8%,-2%,4,i,-10%,4,9%,-0.2
CC(C)C(=O)N1CCC1(C)C(=O)NCc1cc(Cl)ccc1F (stereo not given),·,-2%,2,i,27%,-6,2%,-0.6

# This is a subset; the hit share may differ from the screen's.
